# High-throughput results: PubChem, The Scripps Research Institute Molecular Screening Center
# ZTA DNA inh = blocks Epstein-Barr virus ZTA, an EBNA-1 counter-screen; P03206; ZTA-DNA binding, fluorescence polarization; 320,000 tested, 0.15% active; AID 2234; inhibition, % at 11 µM; in the data active means inhibition above about 33%
# Target sequence (P03206 whole entry, looked up): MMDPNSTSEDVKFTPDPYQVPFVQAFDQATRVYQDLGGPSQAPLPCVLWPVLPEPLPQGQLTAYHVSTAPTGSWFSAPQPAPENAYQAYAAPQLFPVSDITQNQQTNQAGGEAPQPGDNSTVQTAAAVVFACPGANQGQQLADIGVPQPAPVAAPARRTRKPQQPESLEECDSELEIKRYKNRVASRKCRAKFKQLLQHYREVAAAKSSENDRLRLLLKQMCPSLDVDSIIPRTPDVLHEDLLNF
# PREPL inhibitor = PREPL enzyme inhibitors, primary screen, biochemical, fluorescence polarization. recombinant PREPL, fluorescence polarization activity-based probe. 320,000 tested, 0.68% active. inhibition, % at 5.96 µM. AID 2751, 2010. Prolyl endopeptidase-like (Homo sapiens), Q4J6C6; in the data active means inhibition above about 43%;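 further: 0% = enzyme with DMSO and 100% = wells lacking enzyme; many of its hits are not listed in these tables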
# PAFAH2 FP inh = PAFAH2 enzyme inhibitors, primary screen, biochemical, fluorescence polarization, human; recombinant PAFAH2, FP-rhodamine activity probe; 340,000 tested, 0.99% active; inhibition, % at 3.39 µM; AID 492956, 2010; Platelet-activating factor acetylhydrolase 2, cytoplasmic (Homo sapiens), Q99487;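 active means inhibition above the mean over all tested compounds plus 3 SD, cut at about 30% in these data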;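 further: inhibitors block probe labeling of enzyme so polarization drops; 0% = enzyme with DMSO and 100% = wells lacking PAFAH2 protein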
# EBNA-1 inh = EBNA-1 DNA-binding inhibitors, primary screen, biochemical, fluorescence polarization; AID 1950, 2009; 300,000 tested, 0.34% active; inhibition, % at 14.8 µM; in the data active means inhibition above about 28%
# PAFAH1B2 FP inh = PAFAH1B2 enzyme inhibitors, primary screen, biochemical, fluorescence polarization, human; recombinant PAFAH1B2, FP-rhodamine activity probe; inhibition, % at 3.39 µM; 340,000 tested, 1.2% active;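 active means inhibition above the mean of all tested compounds plus 3 SD, cut at about 24% in these data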;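 further: 0% = enzyme with DMSO and 100% = wells lacking PAFAH1B2; many of its hits are not listed in these tables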
# LYPLA2 counter = LYPLA2 inhibitors, primary screen, counter-screen for PME1 inhibitor project, biochemical, fluorescence polarization, FP-Rh probe ABPP; Acyl-protein thioesterase 2 (Homo sapiens), O95372; recombinant LYPLA2; inhibition, % at 5.9 µM; 320,000 tested, 0.38% active;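 active means inhibition above the screen-wide mean plus 3 SD, limit set per campaign, cut at about 26% in these data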;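 further: 0% = LYPLA2 with DMSO and 100% = wells lacking LYPLA2 enzyme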
# LYPLA1 inh = LYPLA1 inhibitors, primary screen, counter-screen for PME1 inhibitor project, biochemical, fluorescence polarization, FP-Rh probe ABPP; 320,000 tested, 0.16% active; inhibition, % at 5.9 µM; recombinant LYPLA1; Acyl-protein thioesterase 1 (Homo sapiens), O75608;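 active means inhibition above the mean of all tested compounds plus 3 SD, set per campaign, cut at about 14% in these data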;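 further: inhibitors block serine hydrolase probe labeling of LYPLA1 so polarization falls; 0% = enzyme with DMSO and 100% = wells lacking LYPLA1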
# pPAFAH inh = pPAFAH enzyme inhibitors, primary screen, biochemical, fluorescence polarization, human; inhibition, % at 3.39 µM; 330,000 tested, 1.5% active; Platelet-activating factor acetylhydrolase (Homo sapiens), Q13093; recombinant pPAFAH, FP-rhodamine probe fluorescence polarization;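 active means inhibition above the mean inhibition across the screen plus 3 SD, cut at about 25% in these data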;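 further: inhibitors block binding of the rhodamine activity-based probe so polarization drops; 0% = enzyme with DMSO and 100% = wells lacking pPAFAH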
# Target sequence (Q13093 whole entry, looked up): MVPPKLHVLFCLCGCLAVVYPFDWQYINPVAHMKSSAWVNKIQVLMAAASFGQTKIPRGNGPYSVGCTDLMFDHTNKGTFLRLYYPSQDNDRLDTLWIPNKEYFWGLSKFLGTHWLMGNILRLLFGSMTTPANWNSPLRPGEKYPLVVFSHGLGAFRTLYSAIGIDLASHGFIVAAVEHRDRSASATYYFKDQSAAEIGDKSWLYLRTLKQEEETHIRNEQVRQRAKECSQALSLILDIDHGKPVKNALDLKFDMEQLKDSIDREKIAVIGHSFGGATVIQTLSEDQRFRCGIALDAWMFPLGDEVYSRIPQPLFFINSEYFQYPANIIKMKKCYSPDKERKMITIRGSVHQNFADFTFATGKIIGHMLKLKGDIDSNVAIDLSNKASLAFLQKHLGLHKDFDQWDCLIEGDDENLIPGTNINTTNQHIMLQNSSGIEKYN
# PAFAH1B3 inh = PAFAH1B3 enzyme inhibitors, primary screen, biochemical, fluorescence polarization, human; recombinant PAFAH1B3, FP-rhodamine probe; AID 492972, 2010; Platelet-activating factor acetylhydrolase IB subunit alpha1 (Homo sapiens), Q15102; 340,000 tested, 0.28% active; inhibition, % at 3.39 µM;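 active means inhibition above the screen-wide average of all tested compounds plus 3 SD, cut at about 25% in these data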;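 further: 0% = enzyme with DMSO only and 100% = wells lacking PAFAH1B3 protein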
# Target sequence (Q15102 whole entry, looked up): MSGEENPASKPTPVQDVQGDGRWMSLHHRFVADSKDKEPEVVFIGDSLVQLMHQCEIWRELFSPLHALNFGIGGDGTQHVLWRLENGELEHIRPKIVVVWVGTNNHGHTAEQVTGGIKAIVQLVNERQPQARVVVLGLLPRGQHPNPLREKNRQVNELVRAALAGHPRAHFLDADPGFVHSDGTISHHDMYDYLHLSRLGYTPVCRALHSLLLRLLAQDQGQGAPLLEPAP
# An asterisk follows results filed as active; . = not tested or not shown. An excerpt; count on the stated rates, not on these rows.
Structure,ZTA DNA inh,PREPL inhibitor,PAFAH2 FP inh,EBNA-1 inh,PAFAH1B2 FP inh,LYPLA2 counter,LYPLA1 inh,pPAFAH inh,PAFAH1B3 inh
CCCCCn1c(C(Cc2ccccc2)NC(C)=O)nc2ccccc21 (configuration not stated),-7.2,-12.0,6.8,-4.9,13.2,3.6,-0.9,0.4,6.9
CC(C)c1ccccc1NC(=S)NCc1ccncc1,-13.1,8.0,3.9,-8.6,4.1,-1.2,-0.5,-4.8,5.0
COc1ccc(/C=C/C(=O)Nn2cnnc2)cc1,-9.6,-4.8,-2.1,0.6,4.1,-1.0,-1.4,2.6,8.7
CCN(CC(=O)Nc1c(F)cccc1F)C(=O)CCc1ccc(OC)cc1,-1.1,1.5,2.2,5.7,3.3,-1.6,-1.4,3.0,1.5
CCOC(=O)CSc1nc2cc3c(cc2cc1C#N)OCCO3,0.8,2.4,6.0,-17.9,4.1,-4.0,-2.4,2.4,-10.8
Cc1cc(C)cc(NC(=O)Cc2ccc(S(=O)(=O)N3CCCC3)s2)c1,-8.0,10.2,-4.7,.,-0.8,-1.8,-0.7,2.0,-4.8
O=C(NCc1cn2ccccc2n1)c1ccc2c(c1)OCO2,5.9,3.7,2.6,6.8,0.0,0.9,-3.4,-0.8,9.7
CCN(C(=O)C1=COCCO1)c1nc2c(C)cccc2s1,4.3,-2.0,5.2,-21.2,1.9,8.4,7.0,-0.2,-0.1
CCCc1cc(=O)oc2cc(C)cc(OCC(=O)NCCCN3CCOCC3)c12,-10.6,-11.2,-5.7,-1.8,0.5,-1.3,0.9,0.6,6.4
COc1ccc2c(c1)CCc1cnc(N)nc1-2,1.8,-10.3,2.0,11.6,1.8,-3.3,0.0,5.0,-2.2
Cc1cc(Cl)c2oc(C(=O)NCC(C)(C)N3CCOCC3)c(C)c2c1,-4.9,9.5,-3.1,-14.0,1.9,-3.9,1.1,-2.5,4.7
COc1ccc(C(=O)Nc2ccnn2C2CCN(C(=O)c3cccnc3)CC2)cc1,-6.1,12.4,1.9,4.3,-1.1,2.5,-4.2,-1.3,3.9
CCc1nn(CC(=O)NCCC2=CCCCC2)c(=O)c2cc3cc(F)ccc3n12,-4.7,1.0,-3.2,-1.0,-6.8,0.6,0.3,-3.4,-7.5
CCN(CC(=O)Nc1ccccc1C(F)(F)F)C(=O)Cn1c(=O)cnc2ccccc21,-15.1,6.9,-4.1,-13.3,2.4,0.8,2.6,-3.0,-3.0
COC(=O)[C@H](CC(C)C)NC(=O)N1CCCCC1,15.9,3.9,3.0,-0.2,3.4,0.3,-1.4,7.4,5.3
CC(NC(=O)c1ccco1)C(=O)Nc1nccs1 (configuration not stated),.,11.6,-2.7,.,4.4,.,.,-1.9,11.1
CCOCc1nnc(NC(=O)c2c(OC)cccc2OC)s1,9.1,1.9,-1.3,8.8,2.4,-9.3,-1.8,2.6,5.6
Cc1ccc(C(=O)Nc2cccc(C(F)(F)F)c2)cc1NC(=O)c1cnnc2ccccc12,-0.6,-3.3,-1.7,2.6,-1.0,-1.4,-1.3,2.1,7.9
O=C(CNCCc1ccccc1)Nc1ccc(C(=O)N2CCCCC2)cc1,-14.2,10.5,-5.7,12.8,1.4,9.5,1.1,1.0,11.9
Cc1cc(C(=O)NC(C)C2CCCO2)cs1 (configuration not stated),-2.3,13.2,-1.1,2.6,-3.0,7.2,6.5,8.0,11.3
COc1cc(OC)c(C(=O)Nc2ncn[nH]2)cc1OC,9.2,0.9,-6.6,5.0,7.2,1.3,0.5,2.3,5.2
Cc1ccc(NC(=O)Nc2ccc3c(c2)N(C)C(=O)CS3)cc1C,-6.5,23.9,14.7,11.7,2.1,-5.1,-7.1,21.5,12.6
CCCCOc1ccc(N(CC(=O)NCC2CCCO2)C(=O)CCC(=O)Nc2nccs2)cc1 (configuration not stated),16.7,12.7,2.6,4.0,5.1,-0.9,-0.1,1.8,11.3
Cc1c(NC(=O)COC(=O)c2ccc(F)c(S(=O)(=O)N3CCOCC3)c2)c(=O)n(-c2ccccc2)n1C,-8.1,10.4,10.6,-9.6,5.6,3.3,3.0,-3.8,0.2
Cc1cnc(NC(=O)CCN2C(=O)C3CCCCC3C2=O)s1 (configuration not stated),-2.1,11.6,2.0,0.1,0.6,-0.1,-1.0,0.2,5.5
COc1ccccc1NC(=O)N(Cc1ccco1)Cc1cc2ccc(C)c(C)c2[nH]c1=O,5.0,23.2,-2.3,1.0,-3.1,2.7,-7.2,1.9,3.9
Cc1cn2c(nc1=O)OC1CC2OC1CO (configuration not stated),-0.8,7.3,-4.5,-15.2,4.2,-1.9,1.4,-0.1,4.1
CC(=O)Nc1ccc(NCc2ccc(C)s2)cc1,-1.6,-3.9,-4.8,10.1,1.0,4.2,-0.3,4.7,3.6
Nc1cc(N2CCCC2)ccc1[N+](=O)[O-],1.9,2.9,3.1,5.5,-0.5,-1.0,-3.4,3.5,5.1
CC(C)NC(=O)NC(=O)COC(=O)c1ncc(Cl)c(Cl)c1Cl,-4.5,-1.7,2.2,-7.5,4.4,-7.9,0.0,4.2,9.6

# Reprinted from the results shown (two entries):
Structure,ZTA DNA inh,PREPL inhibitor,PAFAH2 FP inh,EBNA-1 inh,PAFAH1B2 FP inh,LYPLA2 counter,LYPLA1 inh,pPAFAH inh,PAFAH1B3 inh
Nc1cc(N2CCCC2)ccc1[N+](=O)[O-],1.9,2.9,3.1,5.5,-0.5,-1.0,-3.4,3.5,5.1
CC(C)NC(=O)NC(=O)COC(=O)c1ncc(Cl)c(Cl)c1Cl,-4.5,-1.7,2.2,-7.5,4.4,-7.9,0.0,4.2,9.6

# Next records
Structure,ZTA DNA inh,PREPL inhibitor,PAFAH2 FP inh,EBNA-1 inh,PAFAH1B2 FP inh,LYPLA2 counter,LYPLA1 inh,pPAFAH inh,PAFAH1B3 inh
Cc1cccn2c(=O)c(/C=N/O)c(NCc3ccccc3)nc12,-2.3,6.7,1.6,11.7,4.3,3.3,3.4,0.0,0.0
NC(=O)c1ccc(SCC(=O)OCC(=O)N2CCN(C(=O)c3ccco3)CC2)c([N+](=O)[O-])c1,9.6,3.4,-3.8,-0.1,0.4,8.9,1.9,4.6,-2.2
COc1cc(C(=O)NC2CCCC2)c(Br)c(OC)c1OC,9.7,2.2,8.5,18.0,3.0,-5.9,-1.8,1.2,7.3
C=CCOc1ccc(CNc2nn[nH]n2)cc1,-20.6,-0.1,-2.0,-12.1,-1.5,-0.3,-0.5,4.5,0.0
O=C(CSc1n[nH]c(=O)[nH]c1=O)c1ccccc1,1.1,4.0,-1.6,-10.5,2.2,-5.1,-1.0,-1.7,-3.0
COc1ccc(-c2cc(C(=O)O)no2)cc1,-5.2,3.4,0.9,7.8,8.2,-1.0,1.3,0.5,10.4
CC(C)(C)NC(=O)C(=O)NNC(=O)c1ccc(C(C)(C)C)cc1,-11.2,2.3,0.0,6.3,10.9,5.6,2.6,6.4,-5.2
O=C(Nc1cccc(O)c1)C1CC(c2ccc(Cl)cc2)=NO1 (configuration not stated),8.2,-0.2,8.1,-6.5,5.4,-4.2,-1.7,-3.8,4.0
O=C(NCCNC(=O)c1ccccc1)c1ccccc1,8.6,-10.4,12.1,1.6,4.5,5.1,4.0,1.6,1.6
O=C(CC1SC(=Nc2ccccc2F)N(CCN2CCOCC2)C1=O)Nc1ccc(F)cc1F (configuration not stated),10.3,39.5,9.2,-1.6,6.2,6.3,3.8,6.7,0.4
CCC1Sc2ccc(S(=O)(=O)CCC(=O)NCc3ccco3)cc2NC1=O (configuration not stated),3.5,0.3,11.3,-2.1,3.3,-4.2,-1.1,4.8,0.3
Cc1cc(O)c(NC(=O)c2cc([N+](=O)[O-])ccc2Cl)cc1C,11.4,5.1,-6.0,0.6,5.2,-1.7,-0.4,0.8,-0.8
O=C(Nc1ccc(C#Cc2ccccc2)cc1)C1CC1,-11.6,-6.4,1.2,7.6,0.6,-4.2,-1.7,1.6,7.9
CC(=O)c1ccc(N2CCN(C(=S)Nc3ccccc3F)CC2)cc1,16.0,3.5,0.5,7.7,3.5,-7.0,0.4,6.7,-0.9
Nn1c(SCC(=O)NC2CCCCC2)nnc1-c1ccccc1F,-12.7,1.0,11.7,.,0.7,2.4,3.1,1.1,0.2
CNc1nc(Oc2ccc(C(=O)OC)cc2)nc(SC)n1,-18.1,1.8,2.6,0.5,0.9,-0.9,0.6,-2.2,7.6
CCCc1n(CC)c2ccccc2[n+]1CC(O)COC1CCCCC1 (configuration not stated),-0.7,0.1,10.3,-1.8,3.5,-6.1,-3.5,1.0,4.7
Cc1c(Cl)cccc1NC(=O)CCN1CCC(C(N)=O)CC1,-4.5,4.2,-4.7,2.0,-2.0,4.2,-0.4,-1.6,0.3
O=C(Cc1csc(-c2ccccc2)n1)NCc1ccc(F)cc1,-3.7,3.5,1.3,-1.4,3.9,3.1,-1.4,4.3,8.8
COc1ccc2c(c1)C(C)=CC(C)(C)N2S(=O)(=O)c1ccc(Br)cc1,1.1,-3.3,8.4,-15.9,0.5,6.9,3.5,0.4,6.3
O=C(CCCC(=O)N1CCN(c2ccccc2F)CC1)N1CCN(c2ccccc2F)CC1,23.7,28.4,6.0,-5.3,3.6,-4.3,2.5,-1.4,5.3
N#Cc1ccccc1Sc1ccccc1C(=O)Nc1ccccc1,9.4,-0.8,1.4,1.4,-0.9,3.7,2.3,6.7,6.7
Cc1ccc(NC(=O)C2CCN(S(=O)(=O)c3ccc4c(c3)oc(=O)n4C)CC2)cc1,6.9,13.3,3.4,3.8,0.9,7.2,3.0,2.5,-0.2
O=C(Cn1cncn1)NCCCc1ccccc1,-4.1,8.6,-1.1,-0.3,-2.0,-10.5,-0.1,-1.3,1.6
CC(=O)CCC(=O)c1ccc2ccccc2c1,-13.8,8.6,-4.8,4.9,2.9,0.6,-1.4,-0.7,-2.4
Cc1cc(NC(=O)CSc2nnc(-c3c[nH]c4ccccc34)n2-c2ccc(F)cc2)no1,-0.5,-19.4,3.9,0.0,2.0,-3.2,-1.8,2.8,-3.7
O=C(Nc1nc2ccccc2n1CCN1CCOCC1)c1cn(-c2ccccc2)nc1-c1ccccc1,-7.5,9.9,-2.0,-13.1,-2.1,-0.8,-3.0,3.0,4.4
CC(Oc1ccc(C(=O)c2ccccc2)cc1)C(=O)N1CCOCC1 (configuration not stated),-5.0,5.2,-11.1,-0.5,3.9,11.4,5.0,1.4,4.1
CCOc1cccc(N(C(=O)CNC(=O)c2ccco2)C(C(=O)NCC2CCCO2)c2ccccc2)c1 (configuration not stated),-1.2,-0.8,3.8,-11.2,-1.2,-2.4,0.2,-4.7,-5.2
O=C(CSc1ccc(-c2ccco2)nn1)NC1CCCC1,0.9,2.9,-7.8,2.3,5.8,-1.5,-1.4,6.3,9.1
Cn1c(=O)c(/C(N)=N/OC(=O)c2ccccc2)cn(-c2ccccc2)c1=O,-6.0,1.2,1.6,1.9,0.5,-2.9,-0.6,0.0,-7.7
Cn1c(SCC(=O)N2CCCC2)nc2cccnc21,0.8,0.8,0.8,-18.8,1.7,1.1,3.5,0.3,13.3
